# AmpC inh no detg = blocks E. coli AmpC beta-lactamase in detergent-free assay; AmpC nitrocefin hydrolysis, absorbance 480 nm, 0.0001% Triton; Potency, µM (highest dose often 57.1 µM), without a hit: at the top dose activity change, negative = inhibition, hits mostly inhibitors; 330,000 compounds, 0.52% hits;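 further: potency means the concentration at half of the fitted maximal effect; plate controls were no compound for no effect and no enzyme for full effect; nearly all actives have a fitted effect of over 20% in size; some results filed as inactive show a strong effect at the top dose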
# Target sequence (P00811 whole entry, looked up): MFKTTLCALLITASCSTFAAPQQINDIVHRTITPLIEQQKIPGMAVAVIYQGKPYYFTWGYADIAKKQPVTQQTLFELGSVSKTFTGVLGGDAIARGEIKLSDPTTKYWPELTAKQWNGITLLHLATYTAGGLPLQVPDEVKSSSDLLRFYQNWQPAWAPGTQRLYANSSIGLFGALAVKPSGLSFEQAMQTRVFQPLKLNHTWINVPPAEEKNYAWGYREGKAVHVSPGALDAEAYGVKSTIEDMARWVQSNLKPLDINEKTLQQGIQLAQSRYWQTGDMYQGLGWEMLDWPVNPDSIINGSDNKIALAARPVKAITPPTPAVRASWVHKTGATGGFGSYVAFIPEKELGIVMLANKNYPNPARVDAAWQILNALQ
#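 AmpC (5.3 nM in the dispensed reagent) in 20 mM phosphate pH 7.0 with 0.01% (detergent screen) or 0.0001% Triton X-100 was preincubated with compounds for 15 min at room temperature. Nitrocefin was then added from an 800 uM solution, and hydrolysis was followed at 480 nm.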
# Sm TGR block = blocks Schistosoma mansoni thioredoxin glutathione reductase; Q962Y6; Potency, µM (top dose mostly 114 µM), for inactives: at the top dose activity change, negative = inhibition, most hits filed as inhibitors; 360,000 compounds, 3% hits; purified TGR, DTNB reduction, TNB absorbance 405 nm; further: potency means the concentration at half of the fitted maximal effect; nearly all actives have a fitted effect of over 60% in size
#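 Kinetic colorimetric format: TGR-catalysed, NADPH-driven DTNB reduction monitored via TNB absorbance. Enzyme dispensed at 20 nM; compound exposure 15 min at room temperature before reaction start.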
# HCMV antiviral = inhibitors of human cytomegalovirus. AID 1259415. 410,000 compounds, 4.5% hits. activity change, negative = inhibition, % at 57.5 µM. HFF cells, HCMV-luciferase reporter, 72 h; hits give low values; in the data active means activity change below about -60%; inconclusive means no clear call, values can overlap the other calls; inactive means above about -39%
#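 After 16 h attachment at 37C, HFF cells received test compound and HCMV-luciferase (1 PFU/cell); reporter luminescence read 72 h later, data normalized against buffer-only and known inhibitor Salinomycin.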
# Giardia FBPA inh = blocks Giardia fructose-bisphosphate aldolase activity; A8B2U2; Potency, µM (highest dose often 59.6 µM), inactives show at the highest dose activity, negative = inhibition, actives largely listed as inhibitors; purified Giardia FBPA; 290,000 compounds, 0.71% hits; AID 2451; further: potency means the concentration at half of the fitted maximal effect; nearly all actives have a fitted effect of over 55% in size
# Target sequence (A8B2U2 whole entry, looked up): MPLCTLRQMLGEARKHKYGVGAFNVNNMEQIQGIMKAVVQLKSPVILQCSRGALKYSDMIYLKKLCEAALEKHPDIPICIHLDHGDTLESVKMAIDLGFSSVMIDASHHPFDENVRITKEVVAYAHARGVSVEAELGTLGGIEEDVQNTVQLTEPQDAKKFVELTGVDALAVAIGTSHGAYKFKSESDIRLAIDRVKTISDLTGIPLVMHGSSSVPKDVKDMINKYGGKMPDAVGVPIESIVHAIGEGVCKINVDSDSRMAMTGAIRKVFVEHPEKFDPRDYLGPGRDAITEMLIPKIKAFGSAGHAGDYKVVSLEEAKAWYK
#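 Giardia FBPA (40 nM reagent) was preincubated 10 min at RT with compound (up to 57.5 uM final), then substrate plus GAPDH/TPI/NAD/arsenate coupling system with diaphorase/resazurin was added; resorufin fluorescence (525/598 nm) was read after 20 min.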
# AmpC detergent = AmpC beta-lactamase inhibition with detergent present; P00811; AmpC hydrolysis of nitrocefin, absorbance 480 nm, 0.01% Triton; Potency, µM (top dose mostly 114 µM), without a hit: at the top dose activity change, negative = inhibition, usual class: inhibitors; 370,000 compounds, 0.041% hits; AID 485294;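 further: potency means the concentration at half of the fitted maximal effect; 0% = no-compound wells and -100% = no-enzyme wells; nearly all actives have a fitted effect of over 25% in size; some results filed as inactive show a strong effect at the top dose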
#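 AmpC (5.3 nM in the dispensed reagent) in 20 mM phosphate pH 7.0 with 0.01% (detergent screen) or 0.0001% Triton X-100 was preincubated with compounds for 15 min at room temperature. Nitrocefin was then added from an 800 uM solution, and hydrolysis was followed at 480 nm.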
# AMA1 RON2 block = AMA1-RON2 (P. falciparum) interaction inhibition; AlphaScreen AMA1-biotinylated RON2 peptide binding; Potency, µM (series often up to 58.2 µM), for inactives: top-dose activity change, negative = inhibition, hits mostly inhibitors; 360,000 compounds, 0.2% hits;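 further: potency means the concentration at half of the fitted maximal effect; 0% = vehicle wells and -100% = peptide control; nearly all actives have a fitted effect of over 45% in size; some results filed as inactive show a strong effect at the top dose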
#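 AMA1 (3D7) with his tag at 25 nM final met compounds first, then biotinylated RON2 peptide at 25 nM; detection used donor plus acceptor beads, 10 µg/mL apiece, read by AlphaScreen after 30 min at room temperature.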
# An asterisk follows results filed as active; ? = inconclusive; · = no result given; + = active, no number; [ ] = dose if it differs, or a comment. Unless noted, the call rests on the fitted dose curve; in most records, active means well fitted curve in the direction sought with a large enough effect; inconclusive means small, poorly fitted or top-dose-only effect, or another doubt; inactive means no such curve, though single readings can be large; an effect the other way counts as inactive or inconclusive. Unless noted, on the % scale 0 is the no-effect control and ±100 the full control effect.
mol	Giardia FBPA inh	AMA1 RON2 block	HCMV antiviral	AmpC detergent	AmpC inh no detg	Sm TGR block
CCOC(=O)c1c(C)[nH]c(C(=O)OCC(=O)NCc2ccc(C)cc2)c1C	·	8%	-6	0%	-49%	-2%
c1ccc(C2=Nn3c(nnc3-c3cc(-c4ccccc4)n[nH]3)SC2)cc1	-11%	-2%	-28	?	?	-1%
NNC(=O)CN1C(=O)Nc2ccc(Cl)cc2C1c1ccccc1 (stereo unspecified)	9%	36%[activator]	10	-1%	-35%	81%[activator]
Cc1ccc(SC[C@H](Cc2ccccc2)N2CCN(CCc3ccccc3)CCC2=O)cc1	-2%	-28%	5	-7%	29%	-33%
CC(C)(C)c1ccc(C(=O)NC(Cc2ccccc2)C(=O)O)cc1 (stereo unspecified)	13%	·	28	-4%	-40%	1%
C=CCN1C(=O)NC(=O)/C(=C/c2c(CCN(C)C(=O)c3ccccc3)cc3c(c2OC)OCO3)C1=O	-6%	-1%	-3	?	-29%	-18%
Cc1ccc(OCCn2cc(C(=O)c3ccco3)c3ccccc32)cc1C	·	·	-4	-7%	·	6%
Cc1ccc(S(=O)(=O)NCC(=O)OCCOc2ccccc2F)cc1	·	-3%	0	·	-13%	·
Cn1c(SCc2nc(-c3cccs3)no2)nnc1C1CCCCC1	-2%	9%	-14	?	-13%	0%
COc1cc(C(CC(=O)Nc2ccccn2)N2Cc3ccccc3C2=O)cc(OC)c1OC (stereo unspecified)	7%	-3%	62	-5%	-3%	-7%
O=C(COC(=O)CSCC(=O)N1CCCCC1)NCc1ccc(F)cc1	-1%	-9%	49	?	-7%	-6%
C=C(C)c1cccc(C(C)(C)NC(=O)N2CCC(C)CC2)c1	3%	19%	?	4%	5%	0%
Cc1nc(SCC(=O)Nc2ccc(Cl)cc2[N+](=O)[O-])nc(C)c1C	-7%	-29%	-30	-7%	-10%	-12%
COc1ccc(-c2cc(C(F)(F)F)n3nc(C(=O)N4CCC5(CC4)OCCO5)cc3n2)cc1OC	5%	9%	18	-4%	·	-6%
Cc1c(C#N)c(N=CN(C)C)c(C(=O)c2ccccc2)n1-c1ccc(Br)cc1	-3%	-7%	-40	-9%	71%[activator]	0%
CCOC(=O)C1C(=O)CC(C)(O)C(C(=O)OCC)C1c1ccc(SC)cc1 (stereo unspecified)	1%	6%	-2	0%	-8%[2.29 µM]	8%
Cc1ccc(-c2nnc(Nc3ccc(CC(N)=O)cc3)c3ccccc23)cc1	5%	7%	-38	-3%	-1%	5%
CC(C)C(NC(=O)c1ccc([N+](=O)[O-])cc1Cl)C(=O)N1CCCC1 (stereo unspecified)	-4%	2%	-26	-8%	8%	-2%
COc1ccc(CCC(=O)NNC(=O)c2cccs2)cc1	·	14%	52	-9%	-18%	0%
O=C(c1cccs1)N1CCc2ccccc21	1%	8%	36	-2%	-8%	-2%

mol	Giardia FBPA inh	AMA1 RON2 block	HCMV antiviral	AmpC detergent	AmpC inh no detg	Sm TGR block
CCOC(=O)c1ccccc1NC(=O)c1cccnc1	0%	-10%	-32	-7%	-5%	3%
COc1ccccc1NC(=O)CC(NCCN(C)C)C(=O)O (stereo unspecified)	15%	104%[activator]	35	0%	-14%	-21%
CCOc1cc(-c2noc(CCCC(=O)NC3CCCCC3)n2)ccc1OC	-5%	1%	-90*	2%	4%	3%
CC(C)CN1CCC(C(=O)N2CCN(c3ccccc3F)CC2)CC1	-9%	-21%	-32	?	-27%	-12%
CCCOC(=O)c1c(NC(=O)c2nc3ncccn3n2)sc(C(N)=O)c1C	·	·	-36	28%	·	-1%
CCOC(=O)c1cc(=O)n2c(nc3ccccc32)[nH]1	·	-3%	113	-3%	-10%	-3%
Cc1ccc(C(=O)CSc2nc3ccccc3c(=O)[nH]2)cc1C	-4%	1%	8	-6%	-25%	3%
O=C(CNC(=O)C12CC3CC(CC(C3)C1)C2)NC1=NCCS1	-2%	7%	32	?	?	2%
O=C(COC(=O)c1ccc(Cl)nc1)Nc1c(Cl)cccc1C(F)(F)F	·	-7%	-6	?	-17%	4%
COc1ccccc1C(=O)NC1CC2CCC(C1)N2Cc1ccccc1 (stereo unspecified)	-26%	-8%	54	-3%	-34%	2%
O=C(Nc1ccc2c(c1)OCO2)c1nn(-c2ccccc2)c(=O)c2ccccc12	-2%	29%	?	2%	-1%	-8%
COCCNC(=O)C(OC(=O)c1nsc(Cl)c1Cl)C(C)C (stereo unspecified)	2%	-10%	13	0%	8%	-1%
Cc1nccc2[nH]c(=O)c(C(=O)NC3CCCCC3C)cc12 (stereo unspecified)	6%	2%	-9	?	-16%	7%
COc1ccc(C)cc1N(C(=O)c1snc(C(N)=O)c1N)C(C(=O)NC1CCCCC1)c1ccc(C)o1 (stereo unspecified)	1%	-3%	?	-11%	34%	-9%
CC(C)(C)C1=C(C#N)C(c2cccnc2)C(C#N)=C(N)O1 (stereo unspecified)	?	7%	-32	-12%	-17%	?
Cc1nnc2n1N=C(c1ccc(F)cc1F)CS2	·	-8%	-1	5%	-7%	0%
O=C1Cc2cc(S(=O)(=O)N3CCCCC3)cc3c2N1CCC3	·	·	-18	4%	·	14%
COc1ccc2c(c1)CCC/C2=N/OC(=O)c1ccccc1OC	-8%	35%[activator]	?	5%	5%	-2%
Cc1ccc(C(CC(=O)Nc2ccc(F)c(Cl)c2)N2Cc3ccccc3C2=O)cc1 (stereo unspecified)	·	·	-104*	18%	·	0%
COc1ccc(C(=O)N(Cc2ccccc2)Cc2cc3cc4c(cc3[nH]c2=O)OCCO4)cc1	-4%	-1%	-9	?	4%	-24%

# Full records from above. Screens in order: Giardia FBPA inh	AMA1 RON2 block	HCMV antiviral	AmpC detergent	AmpC inh no detg	Sm TGR block
# COc1ccc2c(c1)CCC/C2=N/OC(=O)c1ccccc1OC is listed as -8%	35%[activator]	?	5%	5%	-2%
# O=C(COC(=O)CSCC(=O)N1CCCCC1)NCc1ccc(F)cc1 is listed as -1%	-9%	49	?	-7%	-6%

# (cont.)
mol	Giardia FBPA inh	AMA1 RON2 block	HCMV antiviral	AmpC detergent	AmpC inh no detg	Sm TGR block
O=C(O)COc1ccccc1/C=N/NC(=O)CN1CCN(S(=O)(=O)c2ccc(Br)cc2)CC1	-3%	7%	-27	4%	-5%	-2%
CCc1ccc(C(=O)c2cn(CC(=O)Nc3ccc(F)cc3)c3ccc(F)cc3c2=O)cc1	·	·	-2	14%	·	0%
Cc1cc(C(F)F)nn1CC(=O)NCc1ccccc1F	-5%	5%	43	-1%	-6%	0%
O=C(Cn1c(CN2CCCCC2)nc2ccccc2c1=O)NC1CCCCC1	2%	1%	?	7%	-11%	-4%
CCOC(=O)c1c(NC(=O)CSc2nnc(-c3ccccc3C)n2C)sc(C(C)=O)c1C	2%	5%	-35	-7%	35%	0%
Cc1ccc(C(=O)N2CC(=O)Nc3ccc(C)cc3C2c2ccccc2)cc1 (stereo unspecified)	4%	-8%	-26	-9%	-16%	-4%
Cc1ccc(NC(=O)c2nc(S(=O)(=O)Cc3ccccc3C)ncc2Cl)cc1C	-6%	-10%	-98*	-6%	-38%	11µM*
Cn1c(=O)c2cc(S(=O)(=O)NC(Cc3ccccc3)C(=O)NCC3CCCO3)ccc2n(C)c1=O (stereo unspecified)	8%	4%	100	7%	-22%	2%
Cc1cccc[n+]1CC(=O)c1ccccc1	7%	2%	-30	-14%	-12%	4%
O=C(CSc1nc(=O)n(CCN2CCOCC2)c2c1CCCC2)Nc1ccc([N+](=O)[O-])cc1	·	2%	-17	-7%	-7%	-3%
C=CCC[C@H](Cc1ccc(F)cc1)C(=O)OC[C@H](C)NC(=O)[C@H](CC=C)CC(=O)NCCO	·	-5%	-69*	·	244%[activator]	·
COC(=O)C1CCN(c2cc(=O)n(C3CCCCC3)c(=O)[nH]2)CC1	-1%	11%	6	-7%	-17%	10%
COc1cc(N)c(Cc2nccc3cc(OC)c(OC)cc23)cc1OC	?	-9%	2	-4%	175%[activator]	·
CCS(=O)(=O)N1CCCC(C(=O)NCCCN2CCCC2=O)C1 (stereo unspecified)	-8%	5%	-28	-1%	-6%	-1%
COc1ccc(CCNC(=O)c2ccc(Cn3c(=O)c4ccccc4n(Cc4ccc(F)cc4Cl)c3=O)cc2)cc1OC	·	·	-23	17%	·	10%
Cc1ccc2oc(-c3cccc(NC(=O)Cc4ccc(Cl)cc4)c3)nc2c1	·	·	25	11%	·	2%
Cc1cc(O)c(CN2CCN(c3ccccc3)CC2)c2oc(=O)cc(C)c12	·	·	-1	1%	·	-3%
CCOc1cccc(-n2nnnc2-c2ccc(OC)cc2)c1	-1%	-1%	24	-13%	-11%	-1%
Cc1cc(=O)[nH]c(SC(C)C(=O)Nc2cccc3ccccc23)n1 (stereo unspecified)	-17%	0%	-18	-12%	-7%	6%
CCOC(=O)CSCC(=O)Nc1cc(C)ccc1C	5%	-5%	-20	-13%	-8%	34%

mol	Giardia FBPA inh	AMA1 RON2 block	HCMV antiviral	AmpC detergent	AmpC inh no detg	Sm TGR block
COc1cc(C2C3CN(C)CC=C3C(C#N)=C(N)C2(C#N)C#N)ccc1OC(C)C (stereo unspecified)	?	50%[activator]	-15	-17%	-1%	-26%
CCCc1nc(SC)[nH]c(=O)c1C	-1%	-3%	2	6%	-15%	20%
Cc1ccc(S(=O)(=O)NCCN=C(CN2CCCC2)NS(=O)(=O)c2ccc(C)cc2)cc1	1%	38%[activator]	-3	-6%	23%	-30%
Cc1ccc(CS(=O)(=O)Cc2ccc(C(=O)NCc3ccco3)o2)cc1	3%	-12%	?	-2%	-13%	-20%
COc1ccccc1NCCC#N	-4%	43%[activator]	49	0%	-13%	-21%
Cn1cccc1/C=N/NC(=O)CSc1nc2ccccc2[nH]1	-24%	12%	?	5%	-26%	3%
O=C(NCCc1nc2ccccc2[nH]1)/C(=C/c1ccc2c(c1)OCO2)NC(=O)c1ccccc1Cl	14%	2%	-14	-6%	-35%	-10%
O=C(c1cc(-c2ccc(Br)cc2)n[nH]1)N1CCN(S(=O)(=O)c2ccc(Br)s2)CC1	·	·	+	-3%	·	-2%
O=C(O)c1cnn(-c2nc(-c3cccc([N+](=O)[O-])c3)cs2)c1C(F)(F)F	3%	41%[activator]	-94*	1%	-12%	11%
CCOC(=O)c1cnc(/N=C/N(C)C)s1	-1%	13%	18	-6%	0%	9%
Cc1ccccc1NC(=S)N=Nc1c(O)n(C)c2ccc(S(=O)(=O)N3CCOCC3)cc12	-7%	50%[activator]	?	?	144%[activator]	3%
CC(C)(C)C1=Nn2c(nnc2C2CCCCC2)SC1	·	-8%	-8	3%	37%	-1%
Cc1ccc(NC(=O)CN2C(=O)S/C(=C\c3ccccn3)C2=O)cc1C	·	0%	18	-18%	-4%	-2%
C/C(=N/NC(=O)c1ccco1)c1ccc(NC(=O)c2ccc(Br)o2)cc1	·	2%	10	6%	-18%	-2%

# Source: PubChem
